TGFb SMAD3 inh – qHTS for Inhibitors of TGF-b; HepG2 CAGA-GFP TGF-b/SMAD3 reporter, GFP fluorescence, 18 h; TGF-beta stimulated, 500 pg/mL final; hit rate 1.2% among 410,000; Potency, µM (titrated, usually from 46.1 µM), without a hit: at the highest dose activity, negative = inhibition, hits mostly inhibitors; note: potency is the fitted concentration of half-maximal effect; % is set by controls: 0 for no effect and ±100 for the full control effect; nearly all actives have a fitted effect of over 65% in size
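Per well, imaged GFP fluorescence of HEPG2 CAGA-GFP cells gives the signal; cells get compound, then TGF-beta (500 pg/mL final), 18 h at 37 degrees C; %Activity versus -TGF-beta and +DMSO controls.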
A549 tox – Nrf2 qHTS screen for inhibitors: counterscreen for cytotoxicity; AID 504648, 2011; A549 ARE-Fluc cells, CellTiter-Fluor viability, 18-24 h; hit rate 0.16% among 390,000; Potency, µM (titrated, usually from 46 µM), without a hit: at the highest dose activity change, negative = cytotoxicity, actives largely listed as inhibitors; note: potency is the fitted concentration of half-maximal effect; % is set by controls: 0 for no effect and ±100 for the full control effect
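Cytotoxicity counterscreen: CellTiter-Fluor fluorescence was measured in A549 ARE_Fluc cells after 18-24 h of compound exposure in a concentration series. The subsequent BugLite luminescent read reports ARE-luciferase activity.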
Nrf2 inh – Nrf2 qHTS screen for inhibitors | A549 ARE-Fluc reporter, luciferase luminescence, 18-24 h | Potency, µM (titrated, usually from 46 µM), inactives show at the highest dose activity change, negative = inhibition, most hits filed as inhibitors | hit rate 2.1% among 360,000 | AID 504444, 2011; note: potency is the fitted concentration of half-maximal effect; % is set by controls: 0 for no effect and ±100 for the full control effect; nearly all actives have a fitted effect of over 60% in size
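Quantitative HTS in A549 cells stably bearing an antioxidant response element-firefly luciferase construct. Inhibition of Nrf2-driven transcription was scored by luminescence after 18-24 h of compound exposure at 37 °C.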
HepG2 tox – qHTS for Inhibitors of TGF-b: Cytotox Counterscreen; Potency, µM (titrated, usually from 46.1 µM), without a hit: at the highest dose activity change, negative = cytotoxicity, most hits filed as cytotoxic; HepG2 CAGA-GFP viability, ATP luminescence, 18 h; hit rate 0.76% among 410,000; note: potency is the fitted concentration of half-maximal effect; some results filed as inactive show a strong effect at the top dose
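CellTiter-Glo luminescence gave cytotoxicity after 18 hours at 37 degrees C. The cells were HepG2 CAGA-GFP in 1% FBS DMEM, stimulated with 500 pg/mL TGF-beta after compound addition. %Activity was normalised to no-cell wells (complete cell-killing) and DMSO (no toxicity), and curves were fitted and classified.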
Nrf2 activator – qHTS of Nrf2 Activators. Potency, µM (titrated, usually from 46.1 µM), for the others: at the highest dose activation, most hits filed as activators. AID 624171, 2012. hit rate 0.31% among 410,000. AREc32 ARE-luciferase reporter (MCF7-derived line), luminescence, 24 h; note: potency is the fitted concentration of half-maximal effect; % of control where 0% means no effect; nearly all actives have a fitted effect of over 65% in size
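ARE activation measured as luciferase luminescence (Steady-Glo, 30 min RT) in AREc32_Fluc cells after 24 hr compound exposure at 37 deg C, 5% CO2; cells seeded overnight at 1000/well in OPTI-MEM, 5% FBS.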
MCF10A rerep – A quantitative high throughput screen for small molecules that induce DNA re-replication in MCF 10a normal breast cells | hit rate 2.9% among 350,000 | AID 624296, 2012 | MCF 10A DNA re-replication, Hoechst nuclear intensity, 48 h | Potency, µM (series often up to 46.1 µM), without a hit: at the highest dose activity, positive = re-replication, actives largely listed as activators; note: potency is the fitted concentration of half-maximal effect; % of control where 0% means no effect; nearly all actives have a fitted effect of over 50% in size
ATXN viability – Viability Counterscreen for Primary qHTS for Inhibitors of ATXN expression | S2 cells (HEK-293 line with an ATXN2-luciferase reporter) viability, CellTiter-Fluor protease fluorescence, 24 h | Potency, µM (highest dose often 56.7 µM), actives largely listed as cytotoxic | hit rate 0.49% among 400,000 | AID 651635, 2014; note: potency is the fitted concentration of half-maximal effect; nearly all actives have a fitted effect of over 40% in size
ATXN2 expr inh – Primary qHTS for Inhibitors of ATXN expression | HEK-293 ATXN2-luciferase reporter, luminescence, 24 h | AID 1745845, 2022 | Potency, µM (highest dose often 57 µM), inactives show at the top dose activity change, negative = inhibition, actives largely listed as inhibitors | hit rate 0.72% among 360,000; note: potency is the fitted concentration of half-maximal effect; % is set by controls: 0 for no effect and ±100 for the full control effect; nearly all actives have a fitted effect of over 55% in size
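ATXN2-luciferase reporter cells (luciferase flanked by upstream and downstream ATXN2 gene portions) were treated 24 h at 37 °C with compounds at up to 57 uM. SteadyGlo luminescence gave expression; GF-AFC fluorescence gave viability.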
IL1B secr inh – qHTS for Inhibitors of Inflammasome Signaling: IL-1-beta AlphaLISA Primary Screen | THP-1 LPS/ATP IL-1B secretion, AlphaLISA, 16 h; active compounds read low | activity change, % at 57.5 µM | hit rate 4.7% among 360,000 | AID 743279, 2014; in the data active = activity change below about -50%; inconclusive = mostly about -30% to -49%; note: % is set by controls: 0 for no effect and ±100 for the full control effect
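THP-1 cells pretreated 1 hr with compounds (up to 57.5 uM final), then stimulated with LPS (250 ng/mL final) plus ATP (1.25 mM final); secreted IL-1B measured by AlphaLISA after 16 hr, decreased signal indicating inhibition.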
Starred values were filed as active, the others as inactive; i = inactive; ? = inconclusive; . = no result given; [ ] = remark or other dose. Unless noted, calls come from the whole dose curve; as a rule, active = well fitted curve in the direction sought with a large enough effect; inconclusive = small, poorly fitted or top-dose-only effect, or another doubt; inactive = no such curve, though single readings can be large; an effect the other way counts as inactive or inconclusive.

Every second line gives: TGFb SMAD3 inh, A549 tox, Nrf2 inh, HepG2 tox, Nrf2 activator, MCF10A rerep, ATXN viability, ATXN2 expr inh, IL1B secr inh
1) O=C(CN1C(=O)CSc2ccc(S(=O)(=O)N3CCOCC3)cc21)NCCCN1CCOCC1
→ 10%, 3%, 2%, -2%, 1.7%, 2%, i, 13%, -19
2) CCc1ccc(-c2nc(CSCC(=O)NCc3ccccc3OC)c(C)o2)cc1
→ -16%, -4%, -4%, -17%, -1.7%, ., ., ., .
3) COc1ccc2c(C)cc3nncn3c2c1
→ 6%, 1%, ?, 3%, 2.4%, -43%[inhibitor], i, -2%, -6
4) COC(=O)c1ccccc1NC(=O)Nc1cc(C(C)(C)C)on1
→ -5%, -9%, ?, -6%, 3.3%, 0%, ?, 28%, 0
5) O=C(Nc1ccc(C(F)(F)F)cc1)N1CCN(c2ccnc3cc(Cl)ccc23)CC1
→ 11µM*, ?, 18µM*, 19%, 9.6%, ?, ?, ?, -65*
6) CCOC(=O)c1c(NC(=S)NC(=O)c2ccc(Cn3cc(Cl)cn3)o2)sc2c1CCC(C)C2 (stereo not given)
→ 2%, 15%, 19%, -16%, 0.1%, 0%, i, ., 6
7) O=C(O)C1CC=CCC1C(=O)Nc1ccccc1 (stereo not given)
→ 2%, 0%, 14%, -4%, -0.3%, 1%, i, -8%, 17
8) O=C(NC1CCCN(Cc2ccc(Cl)cc2)C1)c1cnc2ccccn2c1=O (stereo not given)
→ ?, -1%, ?, 5%, 2.7%, 11%, ?, -27%, 2
9) CC(=O)N1CCCC(C)(C(=O)Nc2ccc3oc(C)nc3c2)C1 (stereo not given)
→ -11%, ., ., -11%, -1.3%, ., i, 5%, 26
10) CCN(c1ccccc1)S(=O)(=O)c1ccc2[nH]cc(C(=O)NC3CCCCC3)c(=O)c2c1
→ 7.9µM*, 0%, ., -101%, -0.9%, ., ?, ?, .
11) O=C(c1ccccc1)N1CCN(c2ccc([N+](=O)[O-])c(NCc3ccco3)c2)CC1
→ -28%, ?, ?, -16%, 4.5%, 0%, i, -9%, -30
12) Cc1nc(C(=O)N2CCCC(C(=O)c3cccc(OC(C)C)c3)C2)cs1 (stereo not given)
→ ?, 1%, -2%, -24%, 0.6%, 25%, i, -10%, 14
13) O=C(CSc1nncs1)NC(=O)NC1CCCC1
→ -3%, 16%, ?, -5%, -2.1%, 0%, i, ., -15
14) O=C(Nc1ccccc1)OCc1cn(-c2ccc(Cl)cc2)nn1
→ ?, -6%, 4%, -12%, -0.1%, -1%, i, -13%, 34
15) CC1(c2cccc(Br)c2)NC(=O)N(CC(=O)NCC2CCCO2)C1=O (stereo not given)
→ -13%, -2%, 5%, 2%, -1.0%, 13%, i, ., 5
16) Cc1cc2oc(C(=O)Nc3sc4c(c3C(=O)NCc3ccco3)CCC4)cc(=O)c2cc1C
→ -1%, -10%, 8%, 1%, 3.4%, ., i, 9%, .
17) COc1ccc(-c2nnc(SCc3cc(=O)c4cc(C)cc(C)c4[nH]3)n2C)cc1
→ ?, -24%, ., -29%, 3.5%, ., ., ?, .
18) COc1ccc(N=C2SC(C(=O)Nc3ccc(OC)cc3)CC(=O)N2CCN2CCOCC2)cc1 (stereo not given)
→ ?, -2%, 2%, 7%, -0.5%, 3%, ?, -8%, -5
19) COc1ccccc1CNC(=O)c1cnc(SC)nc1C
→ 29%, 7%, 0%, 12%, 3.1%, ., i, -9%, .
20) CC1(C)Cc2ccccc2-c2nnc(SCc3ccccc3)n21
→ 8%, -7%, 0%, -5%, 2.2%, -4%, i, 15%, -11
21) Cc1ccc(NC(=O)Cn2nnc(C(=O)NCc3ccco3)c2N)cc1
→ 7%, 0%, 5%, 8%, 20%, -2%, i, 1%, 53
22) CC(C)c1nc(NCCO)c2nnn(Cc3ccccc3)c2n1
→ 10%, 4%, 1%, -4%, 3.5%, 6%, i, 2%, 21
23) CC(=O)c1ccc(S(=O)(=O)Nc2ccc(C(=O)NC3CC3)cc2)cc1
→ -4%, 4%, 6%, 0%, -0.2%, 0%, i, -13%, 1
24) O=C(c1ccc2ccccc2c1)N1CCN(S(=O)(=O)/C=C/c2ccccc2)CC1
→ 1%, -7%, -9%, 4%, 0.6%, ?, i, -2%, -26
25) O=C(CSc1nc2ccccc2o1)N1CCOCC1
→ -4%, 4%, 4%, -7%, 0.5%, 2%, i, 23%, 2
26) CCC(C)NCC(=O)Nc1cc(S(=O)(=O)N(CC)c2ccccc2)ccc1Cl (stereo not given)
→ -28%, -6%, -2%, -7%, 2.9%, 26%, ?, -6%, -53*
27) CC1CCN(C(=O)CSc2nnc3c(n2)[nH]c2ccc(F)cc23)CC1
→ 3%, -14%, ?, 0%, -0.1%, -3%, i, -27%, -9
28) COC(=O)/C=c1/s/c(=C(/C#N)C(=O)NCc2ccccc2)n(-c2ccccc2)c1=O
→ -1%, -2%, 6%, -2%, 2.0%, ?, i, 1%, -24
29) COC(=O)c1ccc2nc(-c3ccc(OC)c(OC)c3)c(CC3CCCCC3)n2c1
→ ?, ., ., -6%, 6.0%, ., i, -6%, 28
30) CN(C)c1cccc(C(=O)NNC(=O)NC2CCCCC2)c1
→ 3%, -5%, 6%, 8%, 0.2%, -62%[inhibitor], i, 9%, -5

With a hit mark in Nrf2 inh, of those listed so far:
| entry | Compound | TGFb SMAD3 inh | Nrf2 inh | IL1B secr inh |
| --- | --- | --- | --- | --- |
| 5 | O=C(Nc1ccc(C(F)(F)F)cc1)N1CCN(c2ccnc3cc(Cl)ccc23)CC1 | 11µM* | 18µM* | -65* |

The listing continues:
Every second line gives: TGFb SMAD3 inh, A549 tox, Nrf2 inh, HepG2 tox, Nrf2 activator, MCF10A rerep, ATXN viability, ATXN2 expr inh, IL1B secr inh
31) c1ccc(Nc2nc(-c3cccs3)cs2)nc1
→ ?, -3%, ?, -12%, ?, 0%, i, 137%[activator], -13
32) Cc1cc(C)cc(N(C(=O)CNC(=O)c2ccco2)C(C(=O)NC2CCCC2)c2ccncc2)c1 (stereo not given)
→ -25%, -6%, 0%, 6%, 0.4%, 0%, i, -12%, -6
33) COc1ccc(-c2nnc(SCC(=O)Nc3ccc(F)cc3)s2)cc1
→ -14%, -2%, ., -22%, -2.7%, ., i, 3%, .
34) Cc1ccccc1OC1(C)CCN(Cc2ccc3ccccc3c2)C1 (stereo not given)
→ -12%, ., ., -34%, -0.6%, ., i, -5%, 31
35) O=C(COc1ccc(Cl)cc1)Nc1ccc2c(c1)OCO2
→ 14%, 4%, 3%, 5%, 0.5%, 2%, i, 30%, -14
36) O=S(=O)(c1ccc(-c2csc(Nc3ccc(Br)cc3)n2)cc1)N1CCCC1
→ -22%, -16%, 8.2µM*, -47%, -0.6%, 24%, i, -15%, 13
37) CCOc1ccc(C(C(=O)NC(C)(C)C)N(CCOC)C(=O)CCC(=O)Nc2ccccn2)cc1 (stereo not given)
→ 2%, -3%, -13%, 16%, -0.2%, 13%, i, 0%, 41
38) O=C(Cc1csc(NC(=O)Nc2ccc(Cl)cc2)n1)NCc1ccccn1
→ ?, -10%, -13%, -16%, 2.6%, 5%, i, 22%, -11
39) O=C(NCc1ccc(Cl)cc1)c1cc2c(s1)CS(=O)(=O)C2
→ -3%, 0%, -20%, 2%, -0.2%, 16%, i, -13%, -21
40) COC(=O)Cc1ccc(NC(=S)N2CCN(c3ccccn3)CC2)cc1
→ 0%, 3%, -17%, -21%, 0.2%, 0%, i, ., -6
41) COc1ccccc1N1CCN(C(=O)C(CC(C)C)NC(=O)C2CCCCC2)CC1 (stereo not given)
→ 2%, -3%, -16%, 0%, -0.7%, -1%, i, -21%, -15
42) O=C(c1cc(COc2ccc(F)cc2Cl)on1)N1CCC(c2ccncc2)CC1
→ ?, -8%, ?, -4%, 5.1%, ?, i, -6%, ?
43) Cc1ccc(CSc2ncc(Cl)c(C(=O)Nc3sc4c(c3C(N)=O)CCCC4)n2)cc1
→ 3%, 0%, 22%, 2%, 0.2%, ., i, 4%, .
44) CSc1ccc(S(=O)(=O)N2CCC(C(=O)NCc3cccnc3)CC2)cc1
→ 0%, 0%, ?, -14%, -0.5%, 24%, i, -20%, -2
45) Cc1ccc(CC2CC(=O)N(c3cc(C)ccc3C)C2=O)cc1 (stereo not given)
→ -8%, 5%, -2%, -10%, -0.4%, -6%, i, ., 32
46) O=S(=O)(c1ccc2ccccc2c1)N1CCNCC1
→ -2%, 1%, -18%, -1%, 0.2%, 7%, i, -8%, -6
47) CCN(C(=O)c1ccc(NC(=O)Cc2ccccc2)cc1)c1ccccc1
→ 0%, 2%, 7%, -18%, 3.1%, 6%, ?, 3%, i
48) CS(=O)(=O)c1cnc(-c2ccccc2)nc1Sc1ccc(F)cc1
→ 22%, -4%, -9%, -1%, 0.3%, 9%, i, 6%, 61
49) CC(C)(C)OC(=O)N1CCC(c2c(C(=O)NCc3ccco3)cnn2-c2ccccc2)CC1
→ 0%, 10%, ?, -23%, -0.3%, ., ., ., .
50) C(=N\N1CCOCC1)/c1cccs1
→ 3%, 10%, -8%, -16%, 0.2%, 2%, i, 6%, 2
51) CCOc1ccc2ncc(S(=O)(=O)c3ccc(C)cc3)c(N3CCC4(CC3)OCCO4)c2c1
→ ?, -1%, ?, -9%, 4.2%, ?, i, -23%, 0
52) COc1ccc(OC)c(S(=O)(=O)N2CCC(C(=O)NC3CCCC3)CC2)c1
→ 6%, -14%, 1%, -9%, -0.1%, -14%, i, 9%, 1
53) CCOC(=O)c1ccc(CN(Cc2ccc(Br)cc2)S(=O)(=O)c2cccc(C(F)(F)F)c2)cc1
→ -3%, 13%, ., 0%, -0.5%, ., i, 4%, .
54) CCOC(=O)Cc1csc(NC(=O)c2cccnc2)n1
→ -7%, 4%, ., 5%, -1.5%, -17%, i, 2%, 16

Compounds as they come; any-hit rate near 8.8%.
